# Screening data from PubChem BioAssay.
# SENP7 block: blocks the human protease SENP7. Q9BQF6. inhibition, % at 5 µM. 330,000 compounds, 1.5% hits. AID 434973. recombinant SENP7, Z-RLRGG-aminoluciferin luminescence, 40 min;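 active = inhibition above about 50% at the single test dose, limit read from the data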;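 also: plate controls were DMSO with enzyme for no effect and no enzyme buffer wells for full effect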
# SENP8 block-1: inhibitors of human SENP8 protease; Q96LD8; purified SENP8, Z-RLRGG-aminoluciferin cleavage, luminescence; inhibition, % at 10 µM; 330,000 compounds, 1.2% hits; AID 2540; in the data active = inhibition above about 50%
# Apaf-1 inh: human Apaf-1 inhibition | O14727 | reconstituted apoptosome caspase-3 activity, DEVD-Rh110 fluorescence | inhibition, % at 20 µM | 330,000 compounds, 0.71% hits | AID 489030; active = inhibition of at least 40% at 20 µM;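 also: plate controls were DMSO wells for no effect and DEVD-CHO caspase inhibitor wells for full effect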
#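 Material: reconstituted apoptosome with Apaf-1, cytochrome c, caspase-9, procaspase-3, dATP / Buffer or medium: pH 7.5 Hepes buffer with CHAPS, BSA, DTT / Also added: cytochrome c with DEVD-Rh110 / Schedule: compound with Apaf-1, dATP, procaspase-3 30 min, then 50 min reaction, room temperature / Technique: rhodamine 110 fluorescence at Ex 480/Em 540 nm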
# HKDC1 inhibitor: blocks human hexokinase HKDC1 activity; recombinant HKDC1, G6PDH/diaphorase resazurin coupled fluorescence; inhibition, % at 20 µM; 340,000 compounds, 0.16% hits; AID 493160;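 active = inhibition above about 35% when tested at 20 µM, limit read from the data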;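 also: plate controls were DMSO wells with enzyme for no effect and DMSO wells lacking enzyme for full effect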
# Target sequence (Q2TB90 whole entry, looked up): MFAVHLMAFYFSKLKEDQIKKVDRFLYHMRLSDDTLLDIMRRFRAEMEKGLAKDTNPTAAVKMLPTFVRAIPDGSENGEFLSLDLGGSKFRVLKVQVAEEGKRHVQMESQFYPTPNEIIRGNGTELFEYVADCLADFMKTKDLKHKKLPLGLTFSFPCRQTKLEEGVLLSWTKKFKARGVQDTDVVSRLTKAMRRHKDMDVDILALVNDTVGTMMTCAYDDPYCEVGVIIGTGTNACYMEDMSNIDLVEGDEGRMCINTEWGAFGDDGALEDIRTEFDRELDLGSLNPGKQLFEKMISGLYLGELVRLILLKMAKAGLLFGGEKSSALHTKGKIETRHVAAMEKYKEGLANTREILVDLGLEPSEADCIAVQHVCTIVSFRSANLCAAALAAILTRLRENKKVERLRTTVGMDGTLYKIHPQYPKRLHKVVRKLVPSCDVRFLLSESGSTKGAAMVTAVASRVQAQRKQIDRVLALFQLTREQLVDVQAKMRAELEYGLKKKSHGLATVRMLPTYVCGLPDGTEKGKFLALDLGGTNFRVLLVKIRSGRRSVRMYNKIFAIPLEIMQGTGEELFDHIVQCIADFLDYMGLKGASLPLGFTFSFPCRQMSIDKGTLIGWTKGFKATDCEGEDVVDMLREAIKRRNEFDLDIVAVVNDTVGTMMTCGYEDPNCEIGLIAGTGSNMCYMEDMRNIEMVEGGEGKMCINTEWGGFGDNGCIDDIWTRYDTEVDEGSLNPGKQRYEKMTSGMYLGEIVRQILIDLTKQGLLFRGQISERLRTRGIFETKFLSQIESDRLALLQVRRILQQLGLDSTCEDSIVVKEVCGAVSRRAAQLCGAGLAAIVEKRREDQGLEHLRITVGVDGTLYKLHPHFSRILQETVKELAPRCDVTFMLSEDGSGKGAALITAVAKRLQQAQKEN
#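 Assay system: recombinant HKDC1 hexokinase; detection: coupled resazurin fluorescence, excitation 525 nm, emission 613 nm; benchmarks: DMSO-plus-enzyme-mix negative control, buffer-substituted positive control; compound dosing: single 20 µM dose; schedule: 90 min at room temperature in dark; also added: glucose plus 1 mM ATP as hexokinase substrates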
# SENP1 FRET inh: inhibitors of human SENP1 SUMO protease catalytic domain; recombinant SENP1 catalytic domain, CyPet-SUMO1-YPet FRET cleavage; inhibition, % at 10 µM; 360,000 compounds, 0.21% hits;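 active = inhibition at least 30% at 10 µM, raw YFP signal under a set limit, fluorescence ratio 0.5 to 1.5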;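 also: 0% = enzyme with DMSO and 100% = no enzyme wells; some results filed as inactive read as strong as hits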
# Target sequence (Q9P0U3 419-644 limits assumed): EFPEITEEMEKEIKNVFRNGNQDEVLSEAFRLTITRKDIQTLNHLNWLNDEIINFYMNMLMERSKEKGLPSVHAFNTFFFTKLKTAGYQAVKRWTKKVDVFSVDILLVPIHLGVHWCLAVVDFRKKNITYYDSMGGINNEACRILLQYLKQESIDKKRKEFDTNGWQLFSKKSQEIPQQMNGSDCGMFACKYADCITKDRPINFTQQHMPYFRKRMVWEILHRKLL
#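 Material – human SENP1 catalytic domain · Input – SENP1 enzyme, 20 pM final · Compound dosing – single concentration of 10 µM compound, 0.5% DMSO final · Timing – enzyme reaction for 50 min at room temperature, dark · Measured by – FRET fluorescence in CFP and YFP emission channels · Control set – no-enzyme wells low, DMSO-plus-enzyme wells high control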
# SENP6 inh: SENP6 protease inhibition; Recombinant SENP6 catalytic domain, aminoluciferin luminescence; Q9GZR1; inhibition, % at 10 µM; 330,000 compounds, 1.8% hits; AID 2599;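 active = inhibition above about 50% at the single tested dose, limit read from the data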;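 also: plate controls were DMSO wells with enzyme for no effect and DMSO wells lacking enzyme for full effect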
# SENP8 block-2: inhibitors of human SENP8 protease | Q96LD8 | recombinant SENP8, Nedd8 substrate fluorescence | inhibition, % at 20 µM | 360,000 compounds, 0.64% hits | AID 602440; in the data active = inhibition mostly above about 40%, no sharp cut-off; inactive = mostly below about 27%
# PfG6PD inh: PfG6PD (Plasmodium falciparum) enzyme inhibition | PfGluPho enzyme, NADPH resazurin-diaphorase fluorescence | inhibition, % at 20 µM | 350,000 compounds, 0.78% hits | AID 504690;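 active = inhibition reaching at least a set limit at 20 µM in the primary screen, cut at about 59% in these data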;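 also: 0% = DMSO wells with substrate and 100% = DMSO wells lacking glucose-6-phosphate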
# Numbers without * were called inactive; i = inactive; x = not tested or not shown; & = joins results of further samples.
# A first look (2 entries):
SMILES,SENP7 block,SENP8 block-1,Apaf-1 inh,HKDC1 inhibitor,SENP1 FRET inh,SENP6 inh,SENP8 block-2,PfG6PD inh
Cc1ccccc1NC(=S)N1CCN(c2ccccc2C)CC1,-12,-12,4,5,1,-11,7,-19
O=C(Nc1ccc(-c2cn3c(n2)SCC3)cc1)c1ccco1,1,-3,6,-6,0,0,-3,3

# The listing, from the first entry:
SMILES,SENP7 block,SENP8 block-1,Apaf-1 inh,HKDC1 inhibitor,SENP1 FRET inh,SENP6 inh,SENP8 block-2,PfG6PD inh
Cc1ccccc1NC(=S)N1CCN(c2ccccc2C)CC1,-12,-12,4,5,1,-11,7,-19
O=C(Nc1ccc(-c2cn3c(n2)SCC3)cc1)c1ccco1,1,-3,6,-6,0,0,-3,3
CC1(C)Cc2cccc(OCC(=O)Nc3cccnc3)c2O1,4,-3,1,1,1,-3,9,-4
O=[N+]([O-])c1ccc(N2CCOCC2)cc1SCc1ccco1,-1,6,5,0,1,6,27,-4
Cc1ccc(S(=O)(=O)N2CCCC(C(=O)NC3CCCC3)C2)cc1Cl (stereo not drawn),11,2,7,0,2,-18,22,-4
Cc1ccc2c(c1)[C@H]1[C@H](CO2)[C@H](c2ccccc2)[C@]2(C)C(=O)NCC(=O)N12,-5,9,-14,0,0,-10,-33,-9
O=C(CSc1ncn[nH]1)c1cc2ccccc2o1,3,-3,-6,-3,-1,-14,-8,3
CCOC(=O)Cc1csc(NC(=O)COc2ccc(N(C)S(=O)(=O)c3ccc(C)cc3)cc2)n1,5,0,15,-1,0,5,16,-2
CC(Sc1nc(N)cc(N)n1)C(=O)NCC1CCCO1 (stereo not drawn),13,-6,-4,-7,1,-3,1,9
NNC(=S)NC1CCS(=O)(=O)C1 (stereo not drawn),-8,-2,3,-2,1,-1,7,6
COC(=O)[C@]1(Cc2ccccc2)N[C@H](CN(C)C(=O)Nc2ccc(F)cc2)[C@@H]2C(=O)N(Cc3ccccc3)C(=O)[C@@H]21,-14,-11,22,-2,1,-16,5,16
COc1ccc(N2CCN(C3CC(=O)N(Cc4ccc(N5CCCC5=O)cc4)C3=O)CC2)cc1 (stereo not drawn),-1,3,0,3,1,-6,16,8
Cc1ccc2c(c1)N(C(=O)CCC(=O)NCCCN1CCC(Cc3ccccc3)CC1)CCO2,3,5,22,-7,5,-8,9,-9
CCc1ccc(-n2cc(-c3ccc(F)cc3)[n+]3c2SCCC3)cc1,-2,-2,10,-5,-1,7,11,3
CSCC[C@H](N)C(=O)N1CCC(C(=O)N[C@@H](C)C(=O)NCc2ccc(F)cc2)CC1,-3,-8,-3,-4,3,-9,17,22
Nc1ccc2c(c1)CC(=O)c1ccccc1S2,-7,1,9,21,1,-7,23,-6
O=C(OCc1c(-c2ccccc2)ncc2ccccc12)c1ccccc1C(F)(F)F,-13,-13,20,-1,1,-17,2,-3
O=C(CNC(=O)c1cccs1)NCCN1CCC(Cc2ccccc2)CC1,0,1,7,x,x,7,x,x
Cc1onc(-c2c(F)cccc2Cl)c1C(=O)OCC(=O)NCc1ccco1,-2,-8,4,-4,-2,-17,15,-12
Cc1cccc(OCc2n(CC(=O)OC3CC(C)CCC3C(C)C)c3ccccc3[n+]2C)c1 (stereo not drawn),5,-11,50*,-2,0,-11,2,-2
CCOC(=O)C1C(c2ccccc2Cl)NC(=O)N(C)C1(O)C(F)(F)F (stereo not drawn),-13,-13,-3,5,1,-6,4,-4
CC(=O)Nc1ccc2c(c1)CN(c1cc(C)ccc1C)CO2,3,8,0,-12,9,3,2,14
COc1cc(NC(=O)CN2C(=O)NC(C)(c3ccccc3)C2=O)c(C)cc1[N+](=O)[O-] (stereo not drawn),13,0,1,19,0,8,19,-17
O=C(NCc1ccc2c(c1)OCO2)c1nn2cccnc2c1Cl,3,5,-2,-1,-6,9,-25,3
O=C(Nc1nnc(-c2ccc3c(c2)CCCC3)o1)c1c(F)cccc1F,8,4,0,6,1,9,21,-32
Cc1cccc(NC(=O)c2ccc(COc3cccc4ccccc34)o2)n1,13,-12,4,3,0,-10,-42,13
CCCOc1ccc(NC(=O)CNC(=O)c2cc(OC)cc(OC)c2)cc1OCCC,-3,0,18,-3,1,-6,9,-9
O=C(Nc1cccc(S(=O)(=O)N2CCCCCC2)c1)c1ccc2c(c1)OCO2,-3,-13,6,5,-1,-17,15,12
Cc1cc(-c2ccc(C(C)C)c(S(=O)(=O)Nc3cc(C)on3)c2)on1,11,0,3,-3,2,0,5,6
COC(=O)c1sc2ccccc2c1NC(=O)c1ccc(S(=O)(=O)N2CCC(C)CC2)cc1,-7,-9,12,-1,2,-13,-1,-10
CC1(C)CC(=O)CC2(C1)NCC(c1ccccc1Cl)c1c2[nH]c2ccccc12 (stereo not drawn),5,-3,3,6,-1,21,18,10
Cn1cc(Cl)c(C(=O)OCC(=O)Nc2ccc(S(N)(=O)=O)cc2)n1,-5,-8,-1,-7,0,-12,14,-2
C=C1C(=O)C23C(O)C1CCC2C12CCCC(C)(COC(C)=O)C1C(O)C3(O)OC2 (stereo not drawn),x,x,x,-3,-1,x,12,56
Cc1ccc(NS(=O)(=O)c2ccc3c(c2)CC(=O)N3)cc1F,-2,-4,-6,7,2,-11,13,-7
Cc1ccc(NC(=O)/C=C/c2ccc3c(c2)OCO3)nc1,22,-7,5,-5,-4,17,-261,6
COc1ccc(O)c(/C=N\NC(=O)CCn2nnc3ccccc32)c1,0,3,12,-9,12,-10,-374,-28
CO[C@@]1(NC(=O)CSCC#N)C(=O)N2C(C(=O)O)=C(CSc3nnnn3C)CS[C@@H]21,4,-1,6,-9,16,-8,-6,22
COC(=O)c1c(-c2ccccc2OC)sc2ccc(OC)cc12,-1,1,8,9,5,-6,-58,16
CCOC(=O)c1c(S(=O)(=O)NCC(=O)N2CCN(c3ccccc3OC)CC2)c(C)n(C)c1C,-2,9,-3,0,3,9,14,6
COc1ccc(OCCSc2nc3nc(C)cc(C)n3n2)cc1,4,-4,0,-8,-1,-17,10,2
Cc1ccc(Nc2nc(NCC3CCCO3)nc(N)c2[N+](=O)[O-])cc1 (stereo not drawn),7,-1,-3,-4,4,17,32,-2
Cc1ccc(C(=O)Nc2cccc3ncccc23)cc1[N+](=O)[O-],-3,-12,-3,-2,3,-15,22,0
Cc1nnc(SCC(=O)N2CCN(S(=O)(=O)c3ccccc3)CC2)s1,-1,5,-20,-6,2,-5,1,11
Cc1onc(-c2c(F)cccc2Cl)c1C(=O)OCN1C(=O)c2ccccc2C1=O,-13,-8,21,-2,1,-21,21,9
Cc1ccc(C(=O)NCc2ccccc2F)cc1S(=O)(=O)N1CCCC1,4,-5,10,-4,2,-28,-2,1
COC(=O)c1ccc(OCC(O)CN2C(=O)c3ccccc3S2(=O)=O)cc1 (stereo not drawn),-4,-1,-4,1,0,-16,15,-5
COc1ccc(OC)c(NS(=O)(=O)c2cccc3cccnc23)c1,-1,3,5,9,2,16,16,26
Cc1ccc(C2Nc3ccccc3C(=O)N2Cc2ccco2)cc1 (stereo not drawn),-5,-2,15,-2,-6,-5,i,-12
COc1ccc(N2C(=O)C(Cl)=C(Nc3ccc(OC)cc3OC)C2=O)cc1,-7,-6,14,1,3,-13,31,-12
C[C@@]12C(=O)Nc3cc(Cl)ccc3C(=O)N1[C@H]1c3cc(Br)ccc3OC[C@@H]1[C@@H]2c1ccccc1,9,-17,-1,-1,-6,-5,-11,-2
CCCNC(=S)NCc1ccc(Cl)cc1,-4,-6,-7,-9,3,11,7,8
COC(=O)CCN(C(C)=O)c1ccc(N)cc1,9,0,3,-2,1,-16,10,5
CC#CC(=O)N1CCC(CCc2ccccc2)(C(=O)OCC)CC1,-1,-3,1,-2,1,12,11,-17
CCOC(=O)C1=C(N)Oc2ccc3ccccc3c2C1c1ccc(O)c(OC)c1 (stereo not drawn),0,-5,16,1,0,-6,9,17
CC(C)(C)NCC(O)c1cc(O)cc(O)c1 (stereo not drawn),x,x,x,-1,-3,x,2,10
O=C1CC(=O)Nc2cc(S(=O)(=O)N3CCN(c4ccc([N+](=O)[O-])cc4)CC3)ccc2N1,0,1,1,6,-3,-8,25,-3
CCOC(=O)C(=O)Nc1nccs1,1,-1,-11,-7,0,-1,21,-8
Nc1cc(=O)[nH]c(SCC(=O)Nc2cccc(Cl)c2)n1,3,9,-13,-3,2,-3,14,-8
CCCCCCSc1cc(-c2nc3ccc(Cl)cn3c2NCCCC)ccc1OC,-10,0,20,4,-55&-40,-12,-465,20
O=C(NCCCN1CCN(CCCNC(=O)c2cc([N+](=O)[O-])ccc2Cl)CC1)c1cc([N+](=O)[O-])ccc1Cl,12,6,20,0,1,4,15,9

# Further results.
SMILES,SENP7 block,SENP8 block-1,Apaf-1 inh,HKDC1 inhibitor,SENP1 FRET inh,SENP6 inh,SENP8 block-2,PfG6PD inh
O=C(c1ccncc1)N(Cc1ccccc1)Cc1nc2ccccc2c(=O)[nH]1,7,-9,-8,7,2,2,14,0
Cc1cc(=O)oc2cc3c(cc12)OCO3,-6,7,-7,-3,-12,0,-278,8
COc1c(-c2ccc(O)c(O)c2)oc2cc(O)cc(O)c2c1=O,3,-7,10,0,20,-14,34,-7
CCOC(=O)c1ccc(N2C(=O)c3n[nH]c(C)c3C2c2ccc(OC)cc2)cc1 (stereo not drawn),-2,2,28,-5,3,-9,32,-19
CCc1ccccc1NC(=O)CC(=O)Nc1ccccc1CC,-21,-11,9,-7,1,-12,4,8
O=C(O)C1=C[C@H](c2ccc3c(c2)OCO3)C[C@H](OCCCCO)O1,2,4,1,7,2,-10,-251,9
CC(C)(C)CC(=O)Nc1cc(S(=O)(=O)N2CCOCC2)ccc1N1CCCC1,4,1,8,-6,0,2,22,11
CCC(=O)Nc1c(-c2ccccc2)c(=O)c2ccccc2n1C,4,-5,-20,-5,-52,-23,-46,13
O=C(O)c1ccccc1C(=O)Nc1ccc(-c2csc(-c3ccccc3)n2)cc1,x,x,x,1,3,x,-30,-40
Cc1nc(SCC(=O)N2CCCC2=O)nc(C)c1C,-12,-18,12,-3,-2,-16,12,40
O=C(CN1C(=O)C2(OCCCO2)c2ccccc21)NCc1ccccc1,52*,-4,3,1,2,-16,5,-10
O=C1CCC(C(=O)OCC(=O)c2ccccc2)N1 (stereo not drawn),-7,-9,5,-3,1,-33,10,4
Clc1ccc2c(N/N=C/c3ccccc3Br)ccnc2c1,-3,0,1,-8,-4,-10,-148,1
CCc1ccc(C2=NN(CCC(=O)NC3CCCCCC3)C(=O)CC2)cc1,-10,9,22,1,1,5,3,2
Cc1cc(C)cc(NC(=O)N(C)Cc2ccccc2)c1,-6,-2,-7,-3,3,-7,14,3
O=C(NNC(=S)NC1CCCCC1)c1cccs1,14,0,4,-5,4,-32,10,-10
N#Cc1c(NC(=O)CN2CCCCC2)sc2c1CCC2,15,-8,4,8,-12,-3,-2,-5

# Some of these compounds in order of the HKDC1 inhibitor value, lowest first:
compound	SENP7 block	HKDC1 inhibitor	SENP1 FRET inh	SENP6 inh	PfG6PD inh
CC(C)(C)CC(=O)Nc1cc(S(=O)(=O)N2CCOCC2)ccc1N1CCCC1	4	-6	0	2	11
CCOC(=O)c1ccc(N2C(=O)c3n[nH]c(C)c3C2c2ccc(OC)cc2)cc1 (stereo not drawn)	-2	-5	3	-9	-19
O=C(c1ccncc1)N(Cc1ccccc1)Cc1nc2ccccc2c(=O)[nH]1	7	7	2	2	0

# Random draw from the library, and some 3.6% of all compounds hit somewhere here.
